FUS yeast rescue = qHTS for Suppressors of FUS Proteinopathy: Primary screen using FUS-linked yeast assay; S. cerevisiae FUS-expressing, growth rescue, OD600, 24 h; Potency, µM (doses to about 76.6 µM), without a hit: at the top dose growth rescue (activation), most hits filed as activators; 390,000 compounds, 0.24% hits; AID 1347120, 2019;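 also: potency is read from the fitted curve at half-maximal effect; plate controls were DMSO vehicle for no effect and reference control for full effect; nearly all actives have a fitted effect of over 55% in size; some results filed as inactive show a strong effect at the top dose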
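FUS-expressing yeast, raffinose-pregrown, induced in 2% galactose minimal medium at OD 0.005; compounds in a dilution series, 24hr at 30C. Growth restoration read as absorbance at 600 nm. CP55940 positive control, DMSO negative.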
PTHR1 ag = qHTS for PTHR1 Agonists: Primary Screen | Parathyroid hormone/parathyroid hormone-related peptide receptor (Homo sapiens), Q03431 | HEK293 GP2 PTHR1 cells, GloSensor cAMP luminescence, 1 h | Potency, µM (highest dose often 115 µM), inactives show at the highest dose activation, most hits filed as activators | 410,000 compounds, 0.075% hits | AID 743266, 2014; also: potency is read from the fitted curve at half-maximal effect; nearly all actives have a fitted effect of over 55% in size; some results filed as inactive show a strong effect at the top dose; inactives centre near -15; many of its hits are not listed in these tables
Target sequence (Q03431 whole entry, looked up): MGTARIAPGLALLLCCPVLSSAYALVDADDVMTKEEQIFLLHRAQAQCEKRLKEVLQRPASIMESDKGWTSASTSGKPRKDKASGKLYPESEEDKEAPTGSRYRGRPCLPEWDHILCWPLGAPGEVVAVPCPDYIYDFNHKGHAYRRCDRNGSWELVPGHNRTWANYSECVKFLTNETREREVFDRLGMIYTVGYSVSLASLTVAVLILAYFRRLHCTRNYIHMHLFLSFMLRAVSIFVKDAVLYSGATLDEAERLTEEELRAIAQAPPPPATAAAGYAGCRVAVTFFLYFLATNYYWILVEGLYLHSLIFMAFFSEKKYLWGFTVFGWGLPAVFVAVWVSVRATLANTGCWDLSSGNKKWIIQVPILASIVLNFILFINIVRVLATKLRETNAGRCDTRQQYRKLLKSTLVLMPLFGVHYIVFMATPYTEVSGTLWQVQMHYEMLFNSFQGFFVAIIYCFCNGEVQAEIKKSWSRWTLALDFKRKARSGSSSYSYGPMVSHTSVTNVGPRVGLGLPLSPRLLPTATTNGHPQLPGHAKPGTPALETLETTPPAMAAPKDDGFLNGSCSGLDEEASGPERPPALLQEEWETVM
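HEK-293-derived GP2 cells expressing PTHR1 and a GloSensor cAMP reporter, 3,000/well, plated overnight, given luciferin plus IBMX (each 0.5 mM as added) for 1 h at 37 °C, then compound for 1 h at 37 °C. Luminescence was read after 15 min at room temperature.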
D3 antag = qHTS of D3 Dopamine Receptor Antagonist: qHTS. D(3) dopamine receptor (Homo sapiens), P35462. D3R cells, DiscoveRx beta-arrestin luminescence, antagonist mode; active compounds read low. max response, negative = inhibition, %. 360,000 compounds, 2.5% hits. AID 652054, 2013; in the data active = max response below about -50%; inconclusive = no clear call, values can overlap the other calls; also: % is scaled to controls: 0 for no effect and ±100 for the full control effect; mostly tested at two doses, the higher about 12 µM
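Cells plated overnight at 1500 cells/well, then exposed to library compounds with dopamine controls for 90 minutes at 37 degrees C. DiscoveRx reagent added for 30–60 minutes at room temperature; luminescence read, quantitative HTS format.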
aSyn yeast inh = qHTS of alpha-syn Inhibitors | Yeast expressing alpha-synuclein, growth rescue, BacTiter-Glo, 24 h | Potency, µM (titrated, usually from 46.1 µM), for inactives: at the highest dose growth rescue (activation), usual class: activators | 370,000 compounds, 0.14% hits | AID 652106, 2013; also: potency is read from the fitted curve at half-maximal effect; % of control where 0% means no effect; nearly all actives have a fitted effect of over 65% in size
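Galactose-induced alpha-syn yeast (OD600=0.02, raffinose-pregrown) + pinned cpd, 24 hr, 30 deg C; growth by BacTiter-Glo luminescence. Growth restoration scores as activation.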
GLP-1R agonist = qHTS of GLP-1 Receptor Agonists; HEK293 GLP-1R CRE-luciferase, luminescence, 4-6 h; cells express a hypersensitive GLP-1R form; AID 624172, 2012; 380,000 compounds, 0.007% hits; Potency, µM (highest dose often 45.6 µM), for the others: top-dose activation, usual class: activators; also: potency is read from the fitted curve at half-maximal effect; % of control where 0% means no effect
Target sequence (P43220 whole entry, looked up): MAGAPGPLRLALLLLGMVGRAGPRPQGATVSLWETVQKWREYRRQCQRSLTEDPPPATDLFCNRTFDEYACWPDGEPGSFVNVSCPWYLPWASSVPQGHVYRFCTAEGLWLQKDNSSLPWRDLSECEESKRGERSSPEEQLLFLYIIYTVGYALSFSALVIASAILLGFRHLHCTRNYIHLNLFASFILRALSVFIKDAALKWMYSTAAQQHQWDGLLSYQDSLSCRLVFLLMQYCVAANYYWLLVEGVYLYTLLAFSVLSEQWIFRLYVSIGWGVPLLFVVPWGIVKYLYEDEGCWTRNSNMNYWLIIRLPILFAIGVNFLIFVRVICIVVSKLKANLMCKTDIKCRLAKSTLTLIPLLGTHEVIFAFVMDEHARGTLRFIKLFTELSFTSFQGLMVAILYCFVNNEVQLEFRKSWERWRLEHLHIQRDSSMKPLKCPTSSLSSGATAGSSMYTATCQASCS
GLP1R inv ag = qHTS of GLP-1 Receptor Inverse Agonists (Inhibition Mode); 410,000 compounds, 1.6% hits; Potency, µM (series often up to 38.3 µM), without a hit: at the top dose activity change, negative = inhibition, usual class: inhibitors; HEK293 GLP-1R CRE-luciferase, luminescence, 24 h; GLP-1R form is constitutively active; Glucagon-like peptide 1 receptor (Homo sapiens), P43220; also: potency is read from the fitted curve at half-maximal effect; % is scaled to controls: 0 for no effect and ±100 for the full control effect; nearly all actives have a fitted effect of over 55% in size
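Luminescence readout: a drop in cAMP-driven luciferase signal flags inverse agonism at a constitutively active GLP-1R stably expressed in HEK293. Compound exposure lasted 24 hr at 37 deg C, 5% CO2.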
TDP-43 yeast inh = qHTS of TDP-43 Inhibitors; TDP-43 expressing yeast growth rescue, BacTiter-Glo, 24 h; Potency, µM (series often up to 46.1 µM), for inactives: at the top dose growth rescue (activation), actives largely listed as activators; 410,000 compounds, 1.8% hits; also: potency is read from the fitted curve at half-maximal effect; % of control where 0% means no effect; nearly all actives have a fitted effect of over 50% in size
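Cell-based yeast growth screen: TDP-43 expression induced in galactose, inoculum OD600=0.02 after raffinose pregrowth to mid-log. Read-out BacTiter-Glo luminescence at 24 hr, 30 deg C; inhibition of toxicity seen as signal increase.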
Abeta rescue = qHTS for compounds that reverse cellular toxicity of Amyloid beta (A-beta) peptide in yeast: Primary Screen. yeast expressing A-beta42, growth rescue, OD600, 48 h; response scale: 0% DMSO, 100% iron-clioquinol control. Potency, µM (series often up to 46.1 µM), inactives show top-dose growth rescue, most hits filed as activators. 410,000 compounds, 0.063% hits. AID 1347071, 2019; also: potency is read from the fitted curve at half-maximal effect; nearly all actives have a fitted effect of over 55% in size
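Yeast growth medium received pinned compounds, then yeast cells expressing toxic A-beta were added; plates incubated at 30 C for 48 hr. Growth read as absorbance at 600 nm, normalized to DMSO and equimolar FeCl3 plus clioquinol controls.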
Akt phos inh = HTS Assay for Inhibitors of Akt Phophorylation: Primary Screen. Neuro2A IGF-stimulated pAkt S473 HTRF, 20 min; active compounds read low. activity change, % for hits at 50 µM. 360,000 compounds, 0.32% hits. AID 651550, 2012; in the data active = activity change below about -80%; inconclusive = mostly about -51% to -80%; also: % is scaled to controls: 0 for no effect and ±100 for the full control effect
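Neuro2A cells in DMEM with 0.5% FBS, overnight at 37 deg C, given compound at single 50 µM final, then IGF (6 nM final) for 20 min at 37 deg C. Lysed; phospho-Akt Ser473 by HTRF after 24 h, 665/615 ratio.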
Active calls of the source: *; i = inactive; ? = inconclusive; . = no result given; & = joins results of further samples; [ ] = remark or other dose. Unless noted, calls follow the shape of the dose curve; as a rule, active = well fitted curve in the direction sought with a large enough effect; inconclusive = small, poorly fitted or top-dose-only effect, or another doubt; inactive = no such curve, though single readings can be large; an effect the other way counts as inactive or inconclusive. Some of the compounds tested (hit frequency here may not be typical).

1) NC(=O)c1cc(Br)cc(C2CCCCC2)c1O
2) Nc1nccc(-c2ccc(-n3cccc3)cc2)n1
3) Cc1ccc(Cl)cc1NC(=O)COC(=O)CN1C(=O)C2CCCCC2C1=O (configuration not stated)
4) CC(CCc1ccccn1)(CCc1ccccn1)C(=O)c1ccccc1
5) COCCOC(=O)C1=C(N)OC2=C(C(=O)CCC2)C1c1cccnc1 (configuration not stated)
6) COc1ccc(-c2cc(C(F)(F)F)n3nc(C(=O)Nc4cc(Cl)cc(Cl)c4)cc3n2)cc1
7) CC(C)Nc1nc2ccccc2c(=O)[nH]1
8) CCCCOc1ccc(C(=O)NCC(=O)NC2CCN(Cc3ccccc3)CC2)cc1
9) Cc1cccc(N2C(=O)c3ccc(C(=O)Nc4c[nH]c(=O)[nH]c4=O)cc3C2=O)c1
10) COC(=O)C1Cc2c([nH]c3ccccc23)C(C)N1 (configuration not stated)
Compound	1	2	3	4	5	6	7	8	9	10
FUS yeast rescue	4%	-19%	14%	8%	0%	-1%	8%	.	-29%	36%
PTHR1 ag	-17%	i	-20%	i	i	i	i	-10%	i	i
D3 antag	0	2	0	1	-8	.	12	-27	7	-16
aSyn yeast inh	-34%[inhibitor]	-1%	-2%	4%	13%	.	13%	-2%	6%	1%
GLP-1R agonist	24%	1%	2%	-2%	-4%	.	0%	3%	-4%	7%
GLP1R inv ag	?	3%	0%	?	6%	5%	-9%[7.66 µM]	-20%	0%	5%
TDP-43 yeast inh	?	5%	22%	-5%	-6%	26%	2%[9.22 µM]	12%	-6%	-22%
Abeta rescue	-11%	-24%	8%	-3%	-4%	1%	8%	11%	27%	20%
Akt phos inh	i	i	i	i	i	.	i	i	i	i

Some of the entries above in a different format:
Order of values: FUS yeast rescue, PTHR1 ag, D3 antag, aSyn yeast inh, GLP-1R agonist, GLP1R inv ag, TDP-43 yeast inh, Abeta rescue, Akt phos inh
#7 CC(C)Nc1nc2ccccc2c(=O)[nH]1
 : 8%, i, 12, 13%, 0%, -9%[7.66 µM], 2%[9.22 µM], 8%, i
#6 COc1ccc(-c2cc(C(F)(F)F)n3nc(C(=O)Nc4cc(Cl)cc(Cl)c4)cc3n2)cc1
 : -1%, i, ., ., ., 5%, 26%, 1%, .

The list goes on:
11) Cc1ccccc1CN1c2ccccc2-c2nc(SCC(N)=O)ncc2S1(=O)=O
12) COc1ccc(Nc2nc(NCCCN3CCOCC3)nc(N)c2[N+](=O)[O-])cc1
13) CCCCNC(=O)c1cc2cc(CC)ccc2[nH]1
14) O=S(=O)(c1cccc(NC(=S)Nc2ccc(Br)cc2Cl)c1)N1CCOCC1
15) CCOc1ccc(-c2cc(OC(=O)c3ccc(OC)cc3)c3c(C)oc(C)c3c(=O)c2)cc1
16) CCCCCCNCC1OCc2ccccc2CO1
17) COc1ccc(OC)c(/C=C/c2nc3ccccc3[nH]c2=O)c1
18) COc1cccc(CN2CCC(C(=O)NC(C)c3cccc4ccccc34)CC2)c1 (configuration not stated)
19) COc1cc(N)c(Cl)cc1C(=O)OCC(=O)NCc1cccs1
20) CCCCN(Cc1cc2cc(OC)ccc2[nH]c1=O)C(=O)c1ccco1
Compound	11	12	13	14	15	16	17	18	19	20
FUS yeast rescue	2%	5%	-4%	?	26%	.	10%	-8%	-1%	-10%
PTHR1 ag	i	i	i	-14%[57.5 µM]	i	i	-27%	-8%	i	i
D3 antag	.	-7	-2	-14	.	-11	6	7	7	30
aSyn yeast inh	.	2%	-11%	-1%	1%	0%	-4%	11%	-8%	-8%
GLP-1R agonist	.	?	1%	13%	-5%	0%	18%	10%	1%	2%
GLP1R inv ag	11%	15%	-6%	?	-25%	-35%	21%	?	8%	1%
TDP-43 yeast inh	0%	-13%[1.82 µM]	29%	2%	17%	0%	0%	0%	14%	-12%
Abeta rescue	-8%	6%	-4%	9%	-18%	-14%	-9%	1%	-9%	4%
Akt phos inh	.	i	i	i	.	i	i	i	i	-93%*

21) COc1ccc(N2CCN(c3ncnc4c3[nH]c3ccccc34)CC2)cc1
22) Cc1ccccc1NC(=O)c1c(NC(=O)c2ccco2)sc2c1CCC(C(C)(C)C)C2 (configuration not stated)
23) CC1(C)Cc2nc3nc(SCC(=O)NCCc4ccccc4)n(-c4ccccc4)c(=O)c3cc2CO1
24) CSc1cccc(N2CC(C(=O)N(CC(C)C)c3c(N)n(Cc4ccccc4)c(=O)[nH]c3=O)CC2=O)c1 (configuration not stated)
25) Cc1ccc2[nH]c(=O)c(CN(Cc3ccco3)C(=O)N3CCOCC3)cc2c1
26) CN(CC(=O)Nc1cccc(F)c1)C(=O)c1ccc(N2CCCCCC2)c([N+](=O)[O-])c1
27) O=C(COc1ccccc1)Nc1nc2cc3c(cc2s1)OCO3
28) CCOC(=O)c1csc(NC(=O)CSc2nnnn2-c2ccc3c(c2)OCCO3)n1
29) O=S(=O)(N/N=C\c1ccc2c(c1)OCO2)c1ccc(Cl)cc1
30) COc1ccc(NC(=O)CSc2nc(O)c(Cc3ccccc3)c(=O)[nH]2)cc1
Compound	21	22	23	24	25	26	27	28	29	30
FUS yeast rescue	-9%	-5%	22%	7%	8%	?	.	17%	30%	.
PTHR1 ag	-20%[57.5 µM]	i	-11%[57.5 µM]	-18%	-16%	-13%	-4%	-100%[inhibitor][57.5 µM]	-11%	i
D3 antag	61	.	-10	7	5	-10	18	-27	-11	-5
aSyn yeast inh	-19%	.	1%	2%	-5%	2%	2%	-5%	0%	4%
GLP-1R agonist	-11%	.	2%	-2%	8%	13%	-4%	-2%	0%	-2%
GLP1R inv ag	-9%	8%	7%	2%	-5%	?	-6%	-17%	3%	2%
TDP-43 yeast inh	1%	1%	23%	22%	-29%	-7%	-5%	6%	-16%	16%
Abeta rescue	20%	-1%	18%	-2%	-21%	5%	-11%	22%	-3%	0%
Akt phos inh	.	.	i	i	i	i	i	i	i	i

31) CC1CCCC(NC(=O)CN(C)S(=O)(=O)c2cnc[nH]2)C1C (configuration not stated)
32) COc1ccc(CCN2CC(C(=O)NCCc3ccc(C)cc3)CC2=O)cc1OC (configuration not stated)
33) COCC(=O)N(C)C1(c2nnnn2CCOC(=O)Nc2cccc3ccccc23)CCCC1
34) C/C(=N\NC(=O)c1cc(-c2ccco2)nc2ccccc12)c1cccnc1
35) COc1cc(NC(=O)CSc2ccc(-c3ccco3)nn2)cc(OC)c1
36) CCOC(=O)c1sc(NC(NC(=O)c2ccco2)(C(=O)OC)C(F)(F)F)nc1C (configuration not stated)
37) O=C(NCCNS(=O)(=O)c1ccc(Cl)cc1)c1cc(OCC(F)(F)F)ccc1OCC(F)(F)F
38) Cc1cccc(C)c1NS(=O)(=O)c1cc2c3c(c1)CC(=O)N3CCC2
39) O=C(NC1CCCCC1)C1Cc2ccccc2CN1S(=O)(=O)c1ccc(F)cc1 (configuration not stated)
40) CC(=O)c1ccc(O)c(CSc2nncn2C)c1
Compound	31	32	33	34	35	36	37	38	39	40
FUS yeast rescue	-43%	6%&12%	?	6%	32%	8%	9%	13%	-4%	29%
PTHR1 ag	-9%	-9%	i	21%	-8%	i	9%	-6%	i	i
D3 antag	-9	8	25	0	31	12	-14	3	-4	8
aSyn yeast inh	2%	-6%	-7%	-6%	0%	7%	-22%	3%	2%	-1%
GLP-1R agonist	4%	2%	-4%	14%	6%	2%	-1%	-4%	2%	1%
GLP1R inv ag	-8%	?	5%	-27%	9%	4%	12%	?	0%	6%
TDP-43 yeast inh	24%	-3%&15%	20%	19%	5%	23%	-22%	6%	-12%	-9%
Abeta rescue	7%	6%&-24%	2%	-1%	13%	6%	-31%	6%	15%	3%
Akt phos inh	i	i	i	i	i	i	i	i	i	i

41) C=CCOC(=O)C1=C(C)NC(SCC(=O)N(CC)CC)=C(C#N)C1c1ccccc1 (configuration not stated)
42) O=C(NCc1ccco1)/C(=C\c1cccc([N+](=O)[O-])c1)NC(=O)c1ccco1
43) O=C(NCCCc1ccccc1)c1cccc(NC(=O)C2CCCC2)c1
44) O=C1[C@@H]2[C@H](C(=O)N1O)[C@H]1C=C[C@@H]2C1
45) Cc1noc(C)c1N=Nc1ccc(Br)cc1C(=O)O
Compound	41	42	43	44	45
FUS yeast rescue	41%	24%	-11%	1%	22%
PTHR1 ag	-11%	i	i	-18%[57.5 µM]	-95%[inhibitor]
D3 antag	-7	-1	39	-1	16
aSyn yeast inh	5%	1%	1%	5%	7%
GLP-1R agonist	-1%	6%	-4%	4%	-3%
GLP1R inv ag	?	9%	?	3%	4%
TDP-43 yeast inh	28%	5%	11%	0%	0%
Abeta rescue	-4%	23%	4%	5%	11%
Akt phos inh	i	i	i	i	i

Quoted at random: three compounds from above, in no set order.
19) COc1cc(N)c(Cl)cc1C(=O)OCC(=O)NCc1cccs1
26) CN(CC(=O)Nc1cccc(F)c1)C(=O)c1ccc(N2CCCCCC2)c([N+](=O)[O-])c1
28) CCOC(=O)c1csc(NC(=O)CSc2nnnn2-c2ccc3c(c2)OCCO3)n1
Compound	19	26	28
FUS yeast rescue	-1%	?	17%
PTHR1 ag	i	-13%	-100%[inhibitor][57.5 µM]
D3 antag	7	-10	-27
aSyn yeast inh	-8%	2%	-5%
GLP-1R agonist	1%	13%	-2%
GLP1R inv ag	8%	?	-17%
TDP-43 yeast inh	14%	-7%	6%
Abeta rescue	-9%	5%	22%
Akt phos inh	i	i	i

Compound activity: PubChem BioAssay, National Center for Advancing Translational Sciences (NCATS)
